CCR6 antag = CCR6 receptor antagonists, primary screen, cell-based, CHO-K1, luminescence, beta-arrestin, uHTS; C-C chemokine receptor type 6 (Homo sapiens), P51684; CHO-K1 CCR6 PathHunter beta-arrestin, CCL20-stimulated; inhibition, % at 20 µM; 0.49% of 340,000 active;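 active = compounds whose inhibition of the agonist-driven luminescence signal at 20 µM reaches about 50%, limit read from the data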;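 note: cells stimulated with CCL20 at 14 nM final; plate controls were DMSO with CCL20 for no effect and DMSO without agonist for full effect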
Target sequence (P51684 whole entry, looked up): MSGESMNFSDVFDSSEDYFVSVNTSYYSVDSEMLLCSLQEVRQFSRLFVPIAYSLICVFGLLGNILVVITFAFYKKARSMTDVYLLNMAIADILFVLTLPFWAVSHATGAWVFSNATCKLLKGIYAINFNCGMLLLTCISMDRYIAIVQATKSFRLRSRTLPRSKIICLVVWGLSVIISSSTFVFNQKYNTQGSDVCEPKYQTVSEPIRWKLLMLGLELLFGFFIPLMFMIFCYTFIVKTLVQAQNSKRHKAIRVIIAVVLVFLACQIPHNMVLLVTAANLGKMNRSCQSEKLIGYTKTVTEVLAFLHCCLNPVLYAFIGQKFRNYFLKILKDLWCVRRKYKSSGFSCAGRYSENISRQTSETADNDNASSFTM
EBI2 block = EBI2 receptor antagonists, beta-arrestin recruitment, primary screen, cell-based, luminescence, 7a,25-OHC stimulation, uHTS. G-protein coupled receptor 183 (Homo sapiens), P32249. 7a,25-OHC stimulated. inhibition, % at 5 µM. 0.81% of 360,000 active; in the data active = inhibition above about 38%;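 note: enzyme fragment complementation signal reports receptor beta-arrestin coupling in cells; 0% = agonist plus DMSO wells and 100% = wells without agonist; some results beyond the cut were filed as inactive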
Jurkat NFkB inh = inhibitors of induced NF-kB luciferase reporter, primary screen, TCR NF-kB activation inhibitor project, cell-based, luminescence, uHTS | Jurkat, PMA/ionomycin-induced NF-kB luciferase reporter | AID 435003, 2010 | 0.53% of 330,000 active | inhibition, % at 4 µM
UBC13 polyUb = UBC13 polyubiquitin chain formation inhibitors, primary screen, biochemical, TR-FRET, uHTS; 0.47% of 330,000 active; Ubiquitin-conjugating enzyme E2 N (Homo sapiens), P61088; inhibition, % at 20 µM; AID 485273, 2010; in the data active = inhibition above about 45%, passing the limit was not always enough
Target sequence (P61088 whole entry, looked up): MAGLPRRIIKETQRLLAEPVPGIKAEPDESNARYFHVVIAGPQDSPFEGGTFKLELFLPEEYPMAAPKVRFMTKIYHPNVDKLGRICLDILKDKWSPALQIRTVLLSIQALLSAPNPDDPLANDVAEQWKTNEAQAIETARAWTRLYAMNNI
Apaf1 inhib = inhibitors of human Apaf-1 apoptosome, primary screen, biochemical, DEVD-Rh110 fluorescence, uHTS; Apoptotic protease-activating factor 1 (Homo sapiens), O14727; reconstituted apoptosome caspase-3 activity; inhibition, % at 20 µM; 0.71% of 330,000 active; active = inhibition of at least 40% at 20 µM;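 note: plate controls were DMSO wells for no effect and DEVD-CHO caspase inhibitor wells for full effect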
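System: reconstituted apoptosome with Apaf-1, cytochrome c, caspase-9, procaspase-3, dATP; Signal: Rh110 fluorescence intensity; Schedule: 30 min compound preincubation, 50 min activation, room temperature; Reagent: cytochrome c trigger plus (Z-DEVD)2-Rh110 caspase-3 substrate.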
Gli-Sufu antag = Gli-Sufu pathway antagonists, primary screen, luciferase luminescence, Sufu-KO-LIGHT cells, uHTS; Sufu-KO-LIGHT fibroblasts, Gli luciferase reporter luminescence; inhibition, % at 5 µM; 0.74% of 340,000 active; AID 588413, 2011;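 active = inhibition above about 55%, limit read from the data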;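 note: 0% = DMSO-treated cells and 100% = wells with medium but no cells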
697 NFkB inh = inhibitors of PMA/ionomycin-induced NF-kB reporter, 697 cells, primary screen, B-cell NF-kB inhibitor project, cell-based, luminescence, uHTS; AID 435022, 2010; 697 B-cell NF-kB luciferase reporter, 16 h; inhibition, % at 4 µM; 0.33% of 330,000 active; in the data active = inhibition above about 35%
SENP8 inh = SENP8 protease inhibitors, primary screen, biochemical, luminescence; purified SENP8, Z-RLRGG-aminoluciferin cleavage; inhibition, % at 10 µM; 1.2% of 330,000 active
Target sequence (Q96LD8 whole entry, looked up): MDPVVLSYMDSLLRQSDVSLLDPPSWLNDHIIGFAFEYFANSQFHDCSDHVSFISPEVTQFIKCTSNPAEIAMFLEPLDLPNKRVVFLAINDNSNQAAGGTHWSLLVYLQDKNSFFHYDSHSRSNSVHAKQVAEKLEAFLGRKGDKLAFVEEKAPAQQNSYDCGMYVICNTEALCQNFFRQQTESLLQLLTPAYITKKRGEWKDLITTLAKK
An asterisk follows results filed as active; / = no result given. Cut-off read from the data, not from the text of the source, unless noted: active = inhibition above about 50%; inactive = the rest.

SMILES	CCR6 antag	EBI2 block	Jurkat NFkB inh	UBC13 polyUb	Apaf1 inhib	Gli-Sufu antag	697 NFkB inh	SENP8 inh
CCOC(=O)C1CCN(/C=C2/C(=O)NC(=S)N(c3ccccc3F)C2=O)CC1	8	-8	-5	11	-4	1	10	14
COC(=O)C(O)(c1ccc(NC(=O)c2cccs2)cc1)C(F)(F)F (stereo not drawn)	2	-10	17	7	-12	-31	-33	-13
OC(c1ccccc1)(c1ccccc1)C1CN2CCC1CC2 (stereo not drawn)	7	1	-14	-13	-4	22	-15	-2
Cc1nc2ccccc2c(=O)n1-c1ccc(Br)cn1	4	3	-15	4	-17	-5	-2	-2
COC(=O)C1=C(c2ccc(OC(F)(F)F)cc2)C[C@@H]2CC[C@H]1N2C(=O)NCCOc1ccccc1	2	18	-2	21	25	25	11	1
CCOC(=O)c1nsnc1NCCCl	15	-1	4	-4	1	-7	6	-6
CCCN(CCC)C1Cc2cc(OC)c(OC)cc2C1	4	-2	-10	4	-1	1	4	-10
O=C(CCN1CCCCC1)NCC(=O)Nc1ccc(Br)cc1C(=O)c1ccccc1	11	10	-3	3	14	18	-10	-4
CN(CC(=O)Nc1ccccc1-c1ccccc1)C1CCCCC1	14	10	-10	3	19	8	-4	5
S=C1NCCN1	20	-3	-2	6	-8	3	10	10
CC(NCc1ccccc1C(F)(F)F)C(O)c1ccccc1 (stereo not drawn)	4	-2	6	-4	6	-13	5	-1
O=C(Cn1ncc2c3ccccc3n(Cc3ccc(F)cc3)c2c1=O)N1CCC2(CC1)OCCO2	10	-1	-2	6	18	27	5	0
CS(=O)(=O)NCc1nnc2n1-c1ccc(Cl)cc1C(c1ccccc1)=NC2	16	-5	-13	0	-2	-4	7	-5
COP(=O)(NC(=O)C(Cl)(Cl)Cl)OC	-7	-14	8	7	-9	6	9	10
COc1ccc(CN2C(=O)NC(=O)/C(=C\c3ccc(OC)c(OC)c3OC)C2=O)cc1	-16	-8	7	-7	-2	-5	2	-6
CCCCn1c(O)c(/C(CC)=N/N2CCCCC2c2cccnc2)c(=O)[nH]c1=S (stereo not drawn)	8	3	13	9	19	15	-33	-2
CSc1ccc(CN2CCN(C(=O)COc3cccc(C)c3)CC2)cc1	14	44	6	-12	14	0	-12	-4
O=c1[nH]c(=S)n(CCC2=CCCCC2)c(O)c1C=NCc1cccnc1	/	0	-8	-10	1	/	-15	1
CN1CCN(C(=O)COc2ccc3ccccc3c2)CC1	13	53*	4	5	-9	-9	9	6
COC(=O)C1=C(c2ccc(S(C)(=O)=O)cc2)C[C@@H]2CC[C@H]1N2C(=O)N1CCOCC1	-14	-4	5	2	-3	6	23	4
O=C(CCC(=O)N1C[C@H]2C[C@@H](C1)c1cccc(=O)n1C2)NCc1cccc(C(F)(F)F)c1	5	-2	5	-5	-6	-2	25	0
CSc1ccc(CN2CCN(C(=O)COc3ccc(C)cc3)CC2)cc1	7	92*	3	1	20	5	-51	8
CCCCCCOC(=O)c1ccccc1N	0	4	-52	8	19	-39	-44	-23
CC(=O)Nc1cc([As](=O)(O)O)ccc1O	7	2	13	0	-10	-4	10	-1

An excerpt of these results, comma-delimited:
SMILES,CCR6 antag,EBI2 block,Jurkat NFkB inh,UBC13 polyUb,Apaf1 inhib,Gli-Sufu antag,697 NFkB inh,SENP8 inh
COc1ccc(CN2C(=O)NC(=O)/C(=C\c3ccc(OC)c(OC)c3OC)C2=O)cc1,-16,-8,7,-7,-2,-5,2,-6
CCCCn1c(O)c(/C(CC)=N/N2CCCCC2c2cccnc2)c(=O)[nH]c1=S (stereo not drawn),8,3,13,9,19,15,-33,-2
CSc1ccc(CN2CCN(C(=O)COc3cccc(C)c3)CC2)cc1,14,44,6,-12,14,0,-12,-4
O=c1[nH]c(=S)n(CCC2=CCCCC2)c(O)c1C=NCc1cccnc1,/,0,-8,-10,1,/,-15,1

Only Gli-Sufu antag and EBI2 block (four entries from above):
SMILES | Gli-Sufu antag | EBI2 block
CCCCn1c(O)c(/C(CC)=N/N2CCCCC2c2cccnc2)c(=O)[nH]c1=S (stereo not drawn) | 15 | 3
CSc1ccc(CN2CCN(C(=O)COc3cccc(C)c3)CC2)cc1 | 0 | 44
O=c1[nH]c(=S)n(CCC2=CCCCC2)c(O)c1C=NCc1cccnc1 | / | 0
CN1CCN(C(=O)COc2ccc3ccccc3c2)CC1 | -9 | 53*

Remaining list, next part:
SMILES	CCR6 antag	EBI2 block	Jurkat NFkB inh	UBC13 polyUb	Apaf1 inhib	Gli-Sufu antag	697 NFkB inh	SENP8 inh
CSc1nc(N2CCN(C)CC2)c2ccccc2n1	6	-2	-13	-1	-3	10	7	-8
CC(=O)N1CCN(c2ccc(N=Cc3c(O)n(-c4ccc(Cl)cc4)c(=O)[nH]c3=O)cc2)CC1	10	6	14	-10	1	8	13	3
Cn1cnnc1Sc1cc(N2CCNCC2)ccc1[N+](=O)[O-]	4	-5	1	-6	4	9	10	0
O=C1NC(=O)N(c2ccccc2)C(=O)/C1=C\c1ccc([N+](=O)[O-])s1	12	/	-8	-28	19	5	7	17
NCCc1ccccn1	/	/	-21	-12	9	/	1	-10
COC(=O)C1=C(c2cccc(OCc3ccccc3)c2)C[C@@H]2CC[C@H]1N2C(=O)NCc1ccc2[nH]ccc2c1	21	20	-4	-18	6	9	-2	-9
C=C1[C@H]2C[C@H]3[C@H]4N5C[C@]6(C)CCC[C@]47[C@H]([C@H]2O)[C@]3(C[C@]5(O)[C@H]67)[C@@H]1O	3	-4	1	-9	-6	-6	-18	1
CC(=O)Nc1ccc([As](=O)(O)c2ccc([N+](=O)[O-])cc2)cc1	2	-2	2	-3	-6	0	15	-1
O=C1Nc2ccccc2C1Cc1nc2ccccc2c(=O)n1-c1ccccc1 (stereo not drawn)	12	4	8	15	-13	9	19	-4
COCCCN=Cc1c(O)[nH]c(=S)[nH]c1=O	9	-8	-1	-10	-8	-4	-3	8
COCCCN1Cc2ccccc2C1=N	-3	-8	7	0	-24	2	12	2
Cc1ccc(N2C(=O)NC(=O)/C(=C\c3cn(CC(=O)O)c4ccccc34)C2=O)cc1	12	-9	-13	-33	11	-4	-6	9
C=C(C=O)CC1CC(O)[C@]2(C)OC3CC4OC5C[C@]6(C)O[C@]7(C)CCC8OC9C[C@]%10(C)OC%11C(C)=CC(=O)OC%11CC%10OC9C[C@@H](C)C8OC7CC6O[C@]5(C)CC5OC5C4OC3CC2O1 (stereo partly drawn)	46	32	96*	0	23	75*	-390	-5
CCn1c(=N)n(Cc2ccccc2F)c2ccccc21	15	-5	9	7	2	17	10	5
Cc1cc2c(s1)NC(=O)CN=C2c1cccs1	-2	-1	2	-13	5	-5	-14	-5
CC1CN(O)C2CCc3c(no[n+]3[O-])C12O (stereo not drawn)	24	-8	-4	8	-6	9	5	7
NC(=S)/N=C/c1c(O)[nH]c(=O)[nH]c1=O	0	1	-11	2	9	-4	-7	-11
COc1ccc(CCNC2CCCCC2)cc1	7	0	21	-2	14	2	19	-14
CCN1C[C@]2(C)CC[C@H](O)[C@]34C1[C@H](C[C@H]23)[C@@]1(O)C[C@H](OC)[C@H]2C[C@@H]4[C@@H]1C2O (stereo partly drawn)	10	-8	4	8	-6	6	18	-4
CCOC(=O)Cn1cc(C(=O)c2ccccc2F)c2ccccc21	-14	7	-6	7	6	-7	2	-7
CCN1CC=C(c2c[nH]c3ccccc23)CC1	3	3	1	3	-7	6	3	-3
O=S(=O)(c1ccccc1)N1CCCCC1c1cccnc1 (stereo not drawn)	-7	-3	5	3	8	4	-7	-6
COC(=O)C1=C(c2ccc(F)cc2F)C[C@@H]2CC[C@H]1N2C(=O)N1CCC(C)CC1	20	11	5	-8	18	9	5	-6
O=C1C2CCCN2C(c2cccc(Cl)c2)N1c1ccccn1 (stereo not drawn)	-4	-7	10	7	2	8	-7	4
O=C(c1cccc2ccccc12)C1CCCN(C2CCC2)C1 (stereo not drawn)	2	5	-2	1	-7	35	12	1
COc1ccc(C(=O)C2CCCN(Cc3ccc(F)cc3F)C2)cc1F (stereo not drawn)	5	-4	1	8	8	25	9	-1
O=C1NC(=O)C2(Cc3ccccc3N3CCCC32)C(=O)N1Cc1ccccc1 (stereo not drawn)	-1	6	-5	-8	14	6	22	4
Cc1cc(C)n(-c2ccc(NN=C(C#N)C#N)cc2)n1	10	-8	1	1	-5	27	-26	90*
O=c1[nH]c(=S)n(Cc2ccc(F)cc2)c(O)c1C=NCc1ccc2c(c1)OCO2	0	2	-12	6	12	2	3	-1
CCCCCCn1c(=O)c(C(=O)Nc2ncccc2O)c(O)c2ccccc21	2	-6	16	-11	14	33	30	0
Cc1cc(Oc2ccc(C(F)(F)F)cc2[N+](=O)[O-])c2c3c(c(=O)oc2c1)CCC3	8	-4	2	-12	0	5	1	-15
Clc1ccc2c(c1)C(c1ccccc1Cl)=NCc1nnc(Br)n1-2	-9	10	-17	-2	9	-14	-17	-8
Cc1ccc(C2N(c3ccccn3)C(=O)C3CCCN32)o1 (stereo not drawn)	12	0	3	-2	0	-3	5	-5
CCCNC1=C(C)C(=O)C2=C(C1=O)C(COC(N)=O)[C@]1(OC)C3NC3CN21 (stereo partly drawn)	-9	-10	6	-22	57*	-9	9	38
CCN1CCN(C(=O)COc2ccc(S(=O)(=O)Nc3ccc(Cl)cc3)cc2)CC1	12	-1	21	-7	8	14	-50	-1
COc1ccc(OCC(=O)N2CCN(Cc3nc4cc([N+](=O)[O-])ccc4n3C)CC2)cc1	-15	74*	-1	-1	0	2	-5	2
CCCCCn1c(=O)c(C(=O)Nc2cccc(C)n2)c(O)c2ccccc21	15	13	-8	-2	-5	5	2	-2
COC(=O)C1=C(c2ccc(Cl)c(C(F)(F)F)c2)C[C@@H]2CC[C@H]1N2C(=O)NCCCOC(C)C	15	4	-4	-13	23	14	-4	-12
CCOC(=O)C(=CNc1ccc(C(O)(C(=O)OCC)C(F)(F)F)cc1C)C(=O)OCC (stereo not drawn)	-10	-22	-9	2	17	24	-4	-1
CN(C)N=O	0	1	-3	-1	2	-4	6	5
Cc1cc(C)nc(/N=C(\N)c2c(O)[nH]c(=O)[nH]c2=O)n1	0	-19	10	2	-13	3	5	-6
Nc1ccnn1C1CCNCC1	-7	5	11	8	-6	-6	15	0
Cc1ccc(-n2c(C)nc3ccccc3c2=O)c(C)c1	10	7	-15	-16	-76	-5	-10	-8
CCOC(=O)c1c(-c2ccccc2)oc2ccc(OC(=O)N(C)C)cc12	21	1	-10	18	16	0	5	3
COC(=O)C1=C(c2c(C)noc2C)C[C@@H]2CC[C@H]1N2C(=O)NCc1ccc(C(F)(F)F)cc1	7	-3	9	-3	8	-8	12	-4
COC(=O)c1cncn1C(C)c1ccccc1 (stereo not drawn)	-2	8	17	12	-9	-4	5	-2
CC(C)c1ccc(-n2c(O)c(/C=N/NC(=O)c3ccccc3O)c(=O)[nH]c2=S)cc1	12	1	7	0	-4	0	19	8
CCC(=O)N1CC(=O)Nc2ccc(F)cc2C1c1ccccc1 (stereo not drawn)	4	-3	-7	3	2	-4	-11	-7
Nc1ccc(C2(c3ccc(N)cc3)CN3CCC2CC3)cc1	-7	-10	12	1	-7	71*	4	7
C/C(=N\N1CCCCCC1)c1c(O)n(C2CCCCC2)c(=O)[nH]c1=O	21	4	-20	-5	5	-2	-13	-5
COc1ccc2c(CN3CC=C(c4ccccc4)CC3)cc(=O)oc2c1	13	3	-12	6	6	-5	16	-1
C=CCc1cc(C=C2C(=O)N(C)C(=O)N(C)C2=O)cc(OCC)c1OCc1ccccc1	45	1	-6	-16	20	4	-12	-4
CN1CCN(c2ccc([N+](=O)[O-])c(NCC3CCCO3)c2)CC1 (stereo not drawn)	-2	2	-5	-40	1	6	4	6
O=c1[nH]c(=S)[nH]c(O)c1N=Nc1ccc(OC(F)F)cc1	29	-3	-59	-58	-7	-56	-79	92*

Assay outcomes (PubChem)

These rows are one share of the data; rates above refer to the full screens.
